# JMJD2A Tudor inh: blocks the human JMJD2A Tudor domain; AlphaScreen JMJD2A-Tudor / H3K4me3 peptide binding; Potency, µM (top dose mostly 114 µM), for the others: at the top dose activity change, negative = inhibition, actives largely listed as inhibitors; 4.4% of 390,000 active; AID 504339; note: potency is the fitted concentration of half-maximal effect; % is set by controls: 0 for no effect and ±100 for the full control effect; nearly all actives have a fitted effect of over 50% in size
# ERG Ets-DNA blk: inhibitors of human ERG Ets domain-DNA interaction; P11308; fluorescence polarization, His-ERG Ets domain / labelled DNA; Potency, µM (doses to about 76.9 µM), without a hit: at the top dose FP activity, negative = inhibition, most hits filed as inhibitors; 0.028% of 370,000 active; AID 624246; active = well fitted inhibition curve with a large enough effect in the polarisation, with a control signal flat; inconclusive = small, poorly fitted or top-dose-only effect, or effect the other way, or a change in a side signal; inactive = no such curve, though single readings can be large or run the other way; the % refers to the polarisation;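 note: polarization taken with two DNA probes labelled with fluorescein and Texas red; potency is the fitted concentration of half-maximal effect; % of control where 0% means no effect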
#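 His-tagged ERG Ets domain (1 uM in the protein solution; 300mM KCl, 50mM Tris-HCl, 1mM EDTA, 1mM DTT, pH 7.5) received compound, then a probe mix of 5 nM fluorescein-DNA and 100nM Texas-615-DNA. Fluorescence polarization was read for both dyes.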
# PI4K2A inh: blocks human PI4K2A kinase activity | Q9BTU6 | purified PI4K2A, ADP-Glo luminescence, 1 h; active compounds read low | activity change, negative = inhibition, % at 76.9 µM | 0.13% of 420,000 active | AID 1346378; in the data active = activity change below about -50%; inconclusive = mostly about -30% to -49%;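 note: -100% = wells without enzyme as full effect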
#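 PI4K2A activity was measured by ADP-Glo luminescence: enzyme (4 ug/mL stock) and phosphatidylinositol (1.2 mM stock) in Tris pH 7.5/MgCl2/EGTA/Triton X-100 buffer were reacted with ATP (300 microM stock) for one hour at ambient temperature.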
# RGS4 inhibitor: inhibitors of human regulator of G protein signaling 4; Potency, µM (titrated, usually from 114 µM), without a hit: top-dose activity change, negative = inhibition, hits mostly inhibitors; Transcreener GDP fluorescence polarization, RGS4-accelerated GTP hydrolysis; P49798; 0.039% of 390,000 active; note: potency is the fitted concentration of half-maximal effect; % is set by controls: 0 for no effect and ±100 for the full control effect; nearly all actives have a fitted effect of over 75% in size; some results filed as inactive show a strong effect at the top dose
# Target sequence (P49798 whole entry, looked up): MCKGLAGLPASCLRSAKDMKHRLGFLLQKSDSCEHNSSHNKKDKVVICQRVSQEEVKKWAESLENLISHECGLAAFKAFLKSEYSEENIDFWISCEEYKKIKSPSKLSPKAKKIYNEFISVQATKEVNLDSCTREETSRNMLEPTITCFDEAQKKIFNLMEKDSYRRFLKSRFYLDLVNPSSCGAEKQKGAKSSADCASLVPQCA
#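 MLSMR compounds (23 nl, pin-transferred) preincubated 10 min at room temperature with a 500nM (2x) first reagent, then RGS4 at 900nM (2x) plus Transcreener GDP mix added; fluorescence polarization (620/688 nm) read before and after 90 min at 30 °C.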
# GLS inh: inhibitors of human glutaminase (GLS); 0.21% of 410,000 active; O94925; AID 624170; Potency, µM (titrated, usually from 45.5 µM), without a hit: top-dose activity change, negative = inhibition, usual class: inhibitors; GLS enzymatic activity, qHTS titration; note: potency is the fitted concentration of half-maximal effect; % is set by controls: 0 for no effect and ±100 for the full control effect
# Target sequence (O94925 whole entry, looked up): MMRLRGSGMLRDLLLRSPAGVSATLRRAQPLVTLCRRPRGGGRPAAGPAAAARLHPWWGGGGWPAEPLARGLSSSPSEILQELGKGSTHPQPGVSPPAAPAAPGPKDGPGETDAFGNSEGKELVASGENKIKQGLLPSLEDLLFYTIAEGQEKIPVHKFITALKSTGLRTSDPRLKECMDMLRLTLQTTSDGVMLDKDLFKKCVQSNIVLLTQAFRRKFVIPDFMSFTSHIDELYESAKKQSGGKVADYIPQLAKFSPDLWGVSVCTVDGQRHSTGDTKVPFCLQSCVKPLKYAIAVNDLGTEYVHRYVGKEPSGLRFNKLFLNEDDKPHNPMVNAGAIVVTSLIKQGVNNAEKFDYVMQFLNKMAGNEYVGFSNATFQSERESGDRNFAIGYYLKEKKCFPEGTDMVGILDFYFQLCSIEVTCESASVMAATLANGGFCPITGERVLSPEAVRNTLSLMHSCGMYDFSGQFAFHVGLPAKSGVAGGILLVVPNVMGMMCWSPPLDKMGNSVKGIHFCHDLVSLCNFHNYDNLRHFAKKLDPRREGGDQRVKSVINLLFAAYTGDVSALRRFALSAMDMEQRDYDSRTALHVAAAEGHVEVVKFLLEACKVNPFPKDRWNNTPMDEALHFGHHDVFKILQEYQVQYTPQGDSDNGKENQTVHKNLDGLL
#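 Human kidney-isoform GLS in 45 mM KH2PO4 pH 8.2, 0.02% Tween-20, with compound, started with 1mM L-Glutamine (added stock). Glutamate oxidase/HRP/Amplex red coupled fluorescence read at start and after 30 min at RT.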
# G9a block: inhibitors of human histone lysine methyltransferase G9a; Q96KQ7; G9a H3K9 monomethylation, AlphaScreen, 2 h; Potency, µM (titrated, usually from 102 µM), without a hit: at the top dose activity, negative = inhibition, actives largely listed as inhibitors; 8.8% of 350,000 active; AID 504332; note: potency is the fitted concentration of half-maximal effect; % is set by controls: 0 for no effect and ±100 for the full control effect; nearly all actives have a fitted effect of over 75% in size
#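 Readings reflect AlphaScreen signal from monomethyl-H3K9 antibody detection. HMT at 20 nM; substrate b-H3K9 500 nM; cofactor SAM 20 uM; 2 h RT reaction; compounds tested as titrations in qHTS with 15 min preincubation.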
# BAZ2B block: blocks human BAZ2B; Q9UIF8; Potency, µM (titrated, usually from 114 µM), without a hit: at the highest dose activity change, negative = inhibition, actives largely listed as inhibitors; 4.4% of 360,000 active; AlphaScreen BAZ2B-H3K14Ac peptide displacement; note: potency is the fitted concentration of half-maximal effect; % is set by controls: 0 for no effect and ±100 for the full control effect; nearly all actives have a fitted effect of over 60% in size
#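 Protein-peptide AlphaScreen: BAZ2B 50 nM, b-H3K14Ac 50 nM, 1x PBS pH 7.4 + 0.01% Tween-20. Preincubation 30 min RT; cpd 30 min RT (top 110 uM); beads 20 min RT, light-protected.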
# ALOX12 inh: inhibitors of human 12S-lipoxygenase ALOX12 | P18054 | purified 12hLO, xylenol orange hydroperoxide absorbance | Potency, µM (titrated, usually from 108 µM), for the others: at the top dose activity change, negative = inhibition, most hits filed as inhibitors | 1.1% of 580,000 active | AID 1671190; note: potency is the fitted concentration of half-maximal effect; % is set by controls: 0 for no effect and ±100 for the full control effect
#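 Purified human 12hLO (150 nM final) in 25 mM Hepes, 0.01% Triton X-100, pH 7.0 was preincubated 15 min at room temperature with compound. Then 40 uM arachidonic acid was added, 30 min. Hydroperoxide was read by Fe-XO absorbance ratio 573/405 nm.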
# HP1b binding inh: blocks HP1-beta chromodomain binding to methylated histone tails | Potency, µM (titrated, usually from 114 µM), for inactives: top-dose activity change, negative = inhibition, most hits filed as inhibitors | 0.56% of 390,000 active | P83916 | AlphaScreen HP1-beta / biotin-H3K9me3 peptide binding; note: potency is the fitted concentration of half-maximal effect; nearly all actives have a fitted effect of over 70% in size; inactives centre near 23
# Target sequence (P83916 whole entry, looked up): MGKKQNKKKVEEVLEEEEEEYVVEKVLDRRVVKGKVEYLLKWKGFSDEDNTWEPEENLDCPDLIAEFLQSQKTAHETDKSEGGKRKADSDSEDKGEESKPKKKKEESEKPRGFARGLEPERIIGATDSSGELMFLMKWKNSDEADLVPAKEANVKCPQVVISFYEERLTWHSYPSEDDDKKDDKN
#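 AlphaScreen: HP1-beta (50 nM) preformed 30 min with biotin-H3(1-18)K9me3 peptide (50 nM) in PBS pH 7.4, 0.01% Tween-20. Compound added for 30 min at RT, then streptavidin donor/nickel chelate acceptor beads (10 ug/mL) for 30 min.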
# * hit, by the source's call; ? = inconclusive; · = not tested or not shown; & = joins results of further samples; [ ] = another dose, or the depositor's remark. Unless noted, calls come from the whole dose curve; as a rule, active = well fitted curve in the direction sought with a large enough effect; inconclusive = small, poorly fitted or top-dose-only effect, or another doubt; inactive = no such curve, though single readings can be large; an effect the other way counts as inactive or inconclusive. This is a subset; rates above refer to the full screens.
SMILES,JMJD2A Tudor inh,ERG Ets-DNA blk,PI4K2A inh,RGS4 inhibitor,GLS inh,G9a block,BAZ2B block,ALOX12 inh,HP1b binding inh
O=C(NN1CCOCC1)c1ccc(Cl)s1,-6%,1%,1,-6%,10%,·,5%,-2%,28%
Cc1ccc(C)c(Cn2c3ccccc3c3cnn(CC(=O)NCC(C)c4ccccc4)c(=O)c32)c1 (stereo unspecified),-6%,-8%,-2,18%,0%,-15%[59 µM],-5%,-28%,13%
CCCCn1c(N)c(N(CC(C)C)C(=O)Cn2c(=O)cnc3ccccc32)c(=O)[nH]c1=O,8%,-9%,-7,-5%,-3%,45µM*,-1%,?,47%[activator]
CSc1ccc(S(=O)(=O)NCC(=O)OC(C)C(=O)NCc2ccccc2)cc1[N+](=O)[O-] (stereo unspecified),-27%,·,-4,-21%,-9%,-6%,-5%,?,-2%
CCC(NC(=S)NCc1ccccc1)C(=O)O (stereo unspecified),-14%,3%,2,-32%,-8%,-5%[59 µM],-1%,11%,47%[activator]
O=C(NCc1cccnc1)C(=O)N/N=C/c1ccccc1[N+](=O)[O-],-7%,-1%,3,7%,-6%,-3%,-18%,-6%,26%
COCCN1CCN(Cc2nc(Cc3ccc(OC)c(OC)c3)no2)CC1,-6%,-10%,-1,6%,0%,-30%,-15%,-5%,25%
Cc1ccc2oc(-c3cc(NC(=O)c4oc5ccccc5c4C)ccc3Cl)nc2c1,-14%,-1%,-3,-11%,14%,6%[59 µM],-2%,-15%,29%
CC1=C(SCc2ccccc2)C(=O)c2ccccc2C1=O,14µM*,15%,?,-126%,3%,·,·,13µM*,?
Cc1ccc(O)c(C(=O)c2coc(=N)c(C(=O)NC(C)C)c2)c1,-22%,-8%,-5,8%,39%[activator],5%[12.7 µM],8%,-13%,8%
O=C(CSc1nc2ccccc2s1)Nc1nccs1,13%,4%,-1,2%,·,-4%,9%,0%,10%
COc1ccc(C(=O)NCC(c2ccc(N(C)C)cc2)N2CCc3ccccc32)cc1OC (stereo unspecified),20µM*,0%,-1,10%,26%,25µM*,20µM*,-16%,?
COc1ccccc1N(CC(=O)NC1CCCCC1)C(=O)CNC(=O)c1cccs1,10%,-5%,2,-9%,-17%,10%[59 µM],2%,6%,22%
Cc1ccccc1C(=O)NC=C1C(=O)OC(C)(C)OC1=O,-2%,4%,-4,-7%,-5%,?,-12%,-24%,16%
CC(NC(=O)C(=O)NCC1CCCO1)c1ccccc1 (stereo unspecified),-4%[57.1 µM],0%,3,-2%,-8%,2%,-15%,1%,28%
COc1cc2c(=O)n(CCc3ccccc3)c(=O)n(CC(=O)Nc3ccccc3)c2cc1OC,-17%,-1%,-3,-13%,5%,-19%[59 µM],?,?,25%
CCNC(=O)COC(=O)c1cc(C)n(-c2ccccc2)c1C,-21%,4%,2,3%,8%,-7%,·,0%,30%
O=C(CSc1cn(CCNC(=O)c2c(F)cccc2F)c2ccccc12)Nc1ccccc1F,-3%,10%,1,0%,2%,-1%[59 µM],-20%,-8%,44%[activator]
CNC(=O)C(Sc1nc(C)nc2c1oc1ccccc12)C(C)=O (stereo unspecified),-32%,2%,-5,-54%,18%,18µM*,-35%,?,22%
Cc1ccc(C)c(NC(=S)NCc2ccccc2)c1,-12%,4%,3,-4%,-3%,24%,-25%,0%,31%
COc1cccc(-c2nc(CS(=O)CC(=O)NCc3ccccc3Cl)c(C)o2)c1 (stereo unspecified),-18%,0%,2,-27%,0%,35µM*,-37%,39%[activator],19%
CC(=O)Nc1cccc(/C(C)=N/Nc2ccc(S(=O)(=O)Nc3ccccc3C(=O)O)cc2[N+](=O)[O-])c1,35µM*,·,-3,-29%,?,·,·,?,?
COC(=O)c1ccccc1NC(=O)Cn1cnc2c(cnn2-c2ccc(C)c(C)c2)c1=O,-15%,-4%,-9,6%,1%,·,·,·,19%
Cc1nnc(SCC(=O)Nc2ccccc2N2CCOCC2)s1,-13%,-9%,1,15%,1%,-9%[59 µM],2%,0%,17%
N#Cc1c(N)nc(SCc2ccncc2)c(C#N)c1-c1cccs1,-31%,3%,6,-8%,-5%,?,6%,18%,34%

# 2 entries drawn at random from those above:
SMILES,JMJD2A Tudor inh,ERG Ets-DNA blk,PI4K2A inh,RGS4 inhibitor,GLS inh,G9a block,BAZ2B block,ALOX12 inh,HP1b binding inh
CSc1ccc(S(=O)(=O)NCC(=O)OC(C)C(=O)NCc2ccccc2)cc1[N+](=O)[O-] (stereo unspecified),-27%,·,-4,-21%,-9%,-6%,-5%,?,-2%
COC(=O)c1ccccc1NC(=O)Cn1cnc2c(cnn2-c2ccc(C)c(C)c2)c1=O,-15%,-4%,-9,6%,1%,·,·,·,19%

# Continuation:
SMILES,JMJD2A Tudor inh,ERG Ets-DNA blk,PI4K2A inh,RGS4 inhibitor,GLS inh,G9a block,BAZ2B block,ALOX12 inh,HP1b binding inh
CC#CC[N+](C)(C)CCCCCC,-11%,2%,-1,24%,1%,?,24%,0%,18%
CCCCCCC(O)(CCN1CCCCC1)c1ccccc1 (stereo unspecified),-15%,-3%,1,-19%[56.9 µM],-4%,2%,-15%,4%,28%
CCOC(=O)COc1nc(OC)nc(N2CCOCC2)n1,11%,3%,2,2%,·,4%[59 µM],7%,-21%,35%
Cc1[nH]c2ccccc2c1/C=N/NC(=O)c1ccccc1,-13%,13%,1,-5%,6%,15%,-5%,34%[activator],36%
CCOC(=O)c1nc(NCc2ccccc2C)c2ccccc2n1,-8%,-3%,4,-26%,4%,-4%,2%,-1%,12%
O=c1ccc2ccc(O[C@@H]3O[C@H](CO)[C@@H](O)[C@H](O)[C@H]3O)c(O)c2o1,-13%,-1%,-2,-27%,19%,9%[2.33 µM],2%,?,39%[activator]
CN(C)S(=O)(=O)c1ccc(C(=O)NN2C(=O)NC3(CCCCC3)C2=O)cc1,-8%,3%,-6,-5%,-6%,-7%,11%,4%,26%
CCc1nc(N2CCC3(CC2)OCCO3)c2nnn(Cc3ccccc3Cl)c2n1,20%,0%,2,10%,8%,11%[0.501 µM],24%,11%,44%[activator]
CCOC(=O)CNC(=O)c1cn(CC)c(=O)c2cc(OC)c(OC)cc12,-19%,-2%,2,0%,?,9%[59 µM],-1%,-4%,16%
COc1ccc(C(=O)c2cnc3ccc(C)cc3c2S(=O)(=O)c2ccccc2)cc1,?,6%,1,29%,1%,?,?,5%,1%
O=C(CCCn1c(SCC(=O)Nc2ccccc2C(F)(F)F)nc2ccccc2c1=O)NCC1CCCO1 (stereo unspecified),-9%,0%,-3,-4%,2%,2%,-18%,-10%,45%[activator]
CCOC(=O)C1=C(C)NC(=O)C(C(N)=O)C1c1ccccc1 (stereo unspecified),3%,-2%,-10,4%,8%,-33%,-9%,12%[57.4 µM],20%
Cc1ccc2cc(C#N)c(N3CCCN(C(=O)c4cnccn4)CC3)nc2c1,21%,2%,-10,-15%,-8%,9%,3%,-24%,51%[activator]
COC(=O)C1=C[C@@H](C(=O)OC)[C@@H]2C3=C(C(=O)[C@@]2(C)NC(=O)c2ccccc2)[C@H](C)n2c(=O)n(C)c(=O)n2[C@@H]3C1,-3%,-7%,-3,-1%,5%,·,·,11%,19%
COC/C=C/C1=CC2=CC(=O)C(C)(OC(=O)c3cnc4ccccc4n3)C(=O)C2=CN1Cc1ccccc1 (stereo unspecified),-35%,12%,-23,-46%,-11%,-11%[12.7 µM],?,?,1%
COC(=O)c1c(C)[nH]c(C(=O)CN2CCOCC2)c1C,-10%,-11%,1,11%,-1%,-38%[12.7 µM],-33%,15%,20%
O=C(CSCc1ccc([N+](=O)[O-])cc1)N/N=C/c1ccncc1,-20%,4%,4,8%,5%,2%,-25%,-2%,1%
Cc1ccc(NC(=O)CSCC(=O)Nc2ncc3c(n2)CC(c2ccco2)CC3=O)cc1 (stereo unspecified),-33%,-4%,-25,-16%,0%,?,-35%,0%,10%
CC(C)CCn1nc(C(=O)OC(C)C(=O)NC(N)=O)c2ccccc2c1=O (stereo unspecified),-7%,1%,-1,-8%,5%,18%[59 µM],·,3%&2%,31%
CN1C(=O)N(C)c2cccc3cccc1c23,-21%,-8%,7,-3%,1%,20%[2.33 µM],4%,30%,33%
COc1ccc(N2CCN(C(=O)c3ccc(N(C)S(=O)(=O)c4ccc(OC)cc4)cc3)CC2)cc1,18µM*,2%,-2,?,-19%,·,?,8%,?
Cc1ccc(-c2onc3ccc(C4OCCO4)cc23)cc1,4%[57.1 µM],-2%,-3,-8%,6%,11%,-1%,-17%,37%
Cc1cc(C)c2oc(C(=O)Nc3c(C)n(C)n(-c4ccccc4)c3=O)cc(=O)c2c1,2%,2%,1,14%,0%,0%[59 µM],0%,-11%,48%[activator]
COc1cc(C(=O)NCCCN(C)C)ccc1OCC(=O)Nc1cccc(C(F)(F)F)c1,-10%,0%,3,27%,0%,-9%,0%,-7%,31%
Nc1ccc2nc(-c3ccccc3)cnc2c1,33%,10%,-1,-4%,-3%,·,·,13%,47%[activator]
CCN(c1ccccc1)S(=O)(=O)c1ccc(Oc2ccc(C(C)=O)cc2OC)nc1,4%,-4%,2,-12%,-3%,0%[12.7 µM],10%,405%[activator],42%[activator]
CCOC(=O)Cn1cnc2scc(-c3ccc(C)cc3)c2c1=O,-8%,3%,1,13%,-3%,·,-6%,-6%,22%
COCc1c(C(=O)NC2CCCCC2)sc2cccc(F)c12,29%,-3%,4,15%,-2%,-2%[2.33 µM],12%,9%,60%[activator]
